GSK3B inh – human GSK3beta kinase inhibition | GST-GSK3beta kinase, ADP-Glo luminescence, 60 min; hits give low values | activity score (negative = inhibition), % at 10 µM | P49841 | hit rate 0.038% among 300,000;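 active = more than half of replicate wells score below -50%, meaning over 50% inhibition versus plate controls; inconclusive = some replicates but at most half score below -50%; inactive = no replicate scores below -50%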;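 note: 0% = median DMSO wells and -100% = median GW8510 positive control wells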
Target sequence (P49841 whole entry, looked up): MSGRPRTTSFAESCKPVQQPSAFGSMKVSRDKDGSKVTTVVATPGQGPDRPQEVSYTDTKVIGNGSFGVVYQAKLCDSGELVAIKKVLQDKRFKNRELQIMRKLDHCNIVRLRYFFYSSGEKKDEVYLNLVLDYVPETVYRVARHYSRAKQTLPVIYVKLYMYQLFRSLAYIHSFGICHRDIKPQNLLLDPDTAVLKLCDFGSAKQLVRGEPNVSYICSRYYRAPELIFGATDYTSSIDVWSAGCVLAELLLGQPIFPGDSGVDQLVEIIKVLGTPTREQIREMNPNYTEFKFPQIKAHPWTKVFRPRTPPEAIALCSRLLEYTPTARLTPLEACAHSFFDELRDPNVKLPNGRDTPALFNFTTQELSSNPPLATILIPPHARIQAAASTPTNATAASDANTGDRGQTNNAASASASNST
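Assay system: GST-fused GSK3beta enzyme, cell-free / Medium: Tris pH 7.5 buffer with MgCl2, DTT, BSA, heparin / Also added: peptide substrate plus 25 µM ATP (final) / Compound: 10 µM single point / Timing: kinase reaction with compound 60 min at room temperature / Detection: ADP-Glo luminescence / Benchmarks: DMSO neutral wells and GW8510 at 20 µM as positive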
AI-2 QS mod – modulates the Vibrio harveyi AI-2 quorum sensing system. Vibrio harveyi JMH597 AI-2 luminescence/OD600 ratio, 9 h; hits give low values; strain lacks LuxN and CqsS sensors; 0 = neutral-control median. activity change, % at 7.5 µM. hit rate 0.4% among 300,000. AID 2094; in the data active = activity change below about -75%, passing the limit was not always enough; inconclusive = no clear call, values can overlap the other calls;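 note: luminescence divided by OD600 gain over 9 h not by final OD600 alone; inactives centre near 13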
HSF1 inh – HSF1 inhibition; hit rate 0.77% among 300,000; activity change, negative = inhibition, % at 7.5 µM (by protocol); NIH3T3-HGL HSE-luciferase, MG132-induced, luminescence 8 h; hits give low values;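 active = more than half of replicate wells show activity change below -50%, luminescence cut by over half; inconclusive = some wells, but at most half, below -50%; inactive = no replicate well below -50%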;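 note: luciferase reports HSF-1 transcriptional activity via heat shock element; 0% = median of DMSO wells and -100% = zero luminescence signal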
HSP90 inh – blocks HSP90-mediated luciferase refolding in reticulocyte lysate. Rabbit reticulocyte lysate, luciferase refolding luminescence, 3 h. inhibition, % at 5.6 µM. hit rate 0.91% among 290,000. AID 1789;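 active = inhibition above the screen-wide mean plus 3 SD, computed separately per campaign, cut at about 16% in these data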;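 note: 0% = DMSO wells and 100% = 60 µM geldanamycin wells; inhibitors lower the luminescence because luciferase stays unfolded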
HDAC3 inh – inhibitors of human histone deacetylase 3; AID 2718; inhibition, % at 8.3 µM; O15379; recombinant HDAC3, fluorogenic peptide/trypsin coupled, fluorescence; hit rate 0.15% among 320,000; in the data active = inhibition above about 26%, passing the limit was not always enough; inconclusive = no clear call, values can overlap the other calls
PolyA inh – inhibitors of polyadenylation in S. cerevisiae; hit rate 0.02% among 300,000; AID 1875; S. cerevisiae SKY197-pL101 polyadenylation reporter, beta-gal luminescence; efflux-impaired pdr1/pdr3 knockout yeast; score 100 = 6 SD above DMSO; calls only at 12 µM;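 active = lowest replicate activity score at least 50, where 100 means six control SD above control mean; inconclusive = lowest score under 50 but half or more replicates reach 50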;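 note: yeast exposed to compound for 9 h at 30 °C; higher score means more reporter readthrough which indicates perturbed polyadenylation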
GSK3A inh – human GSK-3 alpha kinase inhibition. P49840. hit rate 0.1% among 320,000. ADP-Glo luminescence, 60 min. inhibition, % at 10 µM;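 in the data active = inhibition above about 50%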;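 note: GST-tagged GSK-3 alpha with peptide substrate and 25 µM ATP; 0% = DMSO neutral wells and 100% = GW8510 positive control wells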
Target sequence (P49840 whole entry, looked up): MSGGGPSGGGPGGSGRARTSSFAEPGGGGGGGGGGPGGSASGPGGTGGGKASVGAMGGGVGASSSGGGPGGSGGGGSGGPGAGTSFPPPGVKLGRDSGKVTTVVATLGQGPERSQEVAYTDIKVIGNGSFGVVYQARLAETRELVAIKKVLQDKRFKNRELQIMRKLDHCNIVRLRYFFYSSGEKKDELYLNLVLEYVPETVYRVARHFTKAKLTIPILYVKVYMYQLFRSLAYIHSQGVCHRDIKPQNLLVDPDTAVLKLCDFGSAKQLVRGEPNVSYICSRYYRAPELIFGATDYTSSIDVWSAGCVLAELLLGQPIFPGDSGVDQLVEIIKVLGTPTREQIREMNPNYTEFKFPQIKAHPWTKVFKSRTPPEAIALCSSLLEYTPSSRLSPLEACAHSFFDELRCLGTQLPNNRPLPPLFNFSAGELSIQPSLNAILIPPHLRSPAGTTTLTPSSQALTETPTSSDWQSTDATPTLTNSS
Dyrk1A ADPGlo – blocks rat Dyrk1A kinase activity; Q63470; ADP-Glo luminescence, NFATc1 peptide; inhibition, % at 12.5 µM; hit rate 0.43% among 310,000; AID 504441; in the data active = inhibition above about 50%;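 note: plate controls were vehicle with enzyme for no effect and no enzyme for full effect; many of its hits are not listed in these tables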
HSF1 activator – increases HSF-1 driven luciferase reporter signal. AID 504408. NIH3T3-HGL HSF-1 luciferase reporter, MG132, 8 h; 100% = twice DMSO control signal. activation, % at 9 µM. hit rate 1.7% among 300,000;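 active = mean replicate activation of at least 50% with a set share of replicates each reaching 50%; inconclusive = only one of those two conditions met; inactive = mean below 50% and too few replicates reaching it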;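 note: 0% = median of the neutral control wells and 100% = twice that signal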
Platelet DG rel – platelet dense granule release activity | human platelet-rich plasma, SFLLRN dense granule ATP release, luminescence | inhibition, %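 (compounds screened at 7.5 µM in platelet-rich plasma)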 | hit rate 0.22% among 300,000 | AID 1663;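 active = mean replicate score, as percent of positive control, at or above 50; inconclusive = mean below 50 but at least one replicate at or above 50; inactive = mean and every replicate below 50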
Active calls of the source: *; i = inactive; ? = inconclusive; / = not tested or not shown. An excerpt. The share of hits here may be higher or lower than overall.

SMILES | GSK3B inh | AI-2 QS mod | HSF1 inh | HSP90 inh | HDAC3 inh | PolyA inh | GSK3A inh | Dyrk1A ADPGlo | HSF1 activator | Platelet DG rel
CC(C)NC(=O)C(=O)NCc1ccccn1 | -3 | 26 | -6 | 0 | 0 | i | -4 | 2 | 1 | 1
Cc1ccc(C)c(N2C(=O)CS/C2=N\NC(=O)c2ccccc2Cl)c1 | 2 | 15 | -12 | -4 | -2 | i | 2 | -5 | -26 | 0
O=C(NCc1ccc2c(c1)OCO2)c1cc(-c2ccncc2)nc2ccccc12 | 3 | -7 | 7 | 2 | -5 | i | 0 | 3 | 11 | 11
COc1cc(CCC(=O)OCc2ccccc2C#N)cc(OC)c1OC | / | / | 1 | -4 | -8 | i | -3 | -1 | -6 | 4
COc1ccc(-c2cc(C(=O)NC3CCCC3)c3ccccc3n2)cc1 | 2 | 5 | 8 | 2 | ? | i | -2 | / | 19 | -1
Cc1nc(OCc2ccccc2)c2ccccc2n1 | 0 | 10 | -7 | -10 | 0 | i | 4 | 2 | -6 | 3
CSc1cccc(NC(=O)c2cc(S(=O)(=O)N3CCCC3)cn2C)c1 | -1 | 26 | 3 | -4 | 4 | i | 0 | -2 | 3 | ?
COC(=O)c1ccsc1NC(=O)CN1CCN(c2ccc(F)cc2)CC1 | -2 | 14 | 0 | 2 | 4 | i | 5 | 1 | -17 | -6
CCS(=O)(=O)N1CCN(C(=O)C(c2ccccc2)c2ccccc2)CC1 | 1 | 24 | -10 | 0 | -2 | i | -2 | -10 | 2 | 0
O=C(Nc1cc([N+](=O)[O-])ccc1O)c1cccc([N+](=O)[O-])c1 | 1 | 33 | 5 | -2 | 6 | i | -2 | -3 | 4 | 2
Cn1c(=O)c2c(ncn2CC(=O)N(Cc2ccccc2)c2ccccn2)n(C)c1=O | 5 | 10 | 0 | -2 | 0 | i | -1 | -1 | 10 | 2
CCOC(=O)C(C#N)C(c1cccnc1)c1c(C)[nH][nH]c1=O (centres undefined) | -4 | 17 | 3 | 1 | -2 | i | -1 | 4 | 28 | -2
COc1ccc(N(CC(=O)NCCc2ccccc2)C(=O)CCC(=O)Nc2nccs2)c(OC)c1 | 1 | 16 | -7 | -1 | 0 | i | 1 | 0 | -10 | -4
COc1ccc(OCCNC(=O)/C=C/c2ccccc2)cc1 | 1 | -3 | / | -1 | -7 | i | 4 | -1 | / | -6
CCn1cc(C(=O)NCCCN2CC(C)CC(C)C2)c(=O)c2cc(S(=O)(=O)N(C)C3CCCCC3)ccc21 (centres undefined) | -2 | 2 | 2 | -3 | 3 | i | -3 | 1 | -3 | -9
CC1(C)C2CCC1(CS(=O)(=O)NCc1ccc(Cl)cc1Cl)C(=O)C2 (centres undefined) | 2 | 15 | -2 | 2 | 1 | i | -1 | -5 | 7 | 7
COC(=O)C(Cc1ccc(O)cc1)NC(=O)NC12CC3CC(CC(C3)C1)C2 (centres undefined) | -1 | 3 | -2 | 3 | -7 | i | -1 | -3 | 9 | 22
Cc1ccc(C(O)(c2ccccc2)c2ccccc2C(C)N(C)C)c(C)c1 (centres undefined) | 5 | 0 | 9 | 3 | -1 | i | -1 | -8 | 22 | 12
COc1ccc(CN2CCCC(CNC(=O)c3ccc(F)cc3)C2)c(C)c1C (centres undefined) | -1 | 2 | -13 | 0 | 3 | i | 1 | -4 | -7 | 0
COc1ccc(C(C)C)cc1S(=O)(=O)N1CCC(C(=O)NCC2CCCO2)CC1 (centres undefined) | 2 | 11 | -2 | -6 | 0 | i | 1 | 3 | -14 | -8
CCN1C(=O)CSc2ccc(C(=O)OC)cc21 | 1 | -2 | 2 | 5 | 1 | i | / | -5 | -11 | 5
COC(=O)C1=C(COc2ccccc2)NC(=O)NC1c1ccc(Cl)cc1 (centres undefined) | 4 | 16 | 21 | / | 3 | i | 1 | / | 53* | -1
COc1cc(CNS(=O)(=O)c2ccc3c(c2)CC(C)N3C(C)=O)cc(OC)c1OC (centres undefined) | -1 | 7 | 1 | 1 | 0 | i | -2 | -6 | -4 | 1
Cc1cnc(C(=O)OC(C)C(=O)Nc2ccc3c(c2)OCCO3)cn1 (centres undefined) | 2 | 19 | -1 | -4 | -3 | i | -2 | 21 | 0 | -7
Cc1ccc(F)c(NC(=O)/C(C#N)=C(\O)c2ccc(C(C)(C)C)cc2)c1 | 1 | 23 | -42 | -1 | 5 | i | -7 | -11 | -46 | -4
COc1ccc(CCNC(=O)C2CC(c3ccc([N+](=O)[O-])cc3)=NO2)cc1 (centres undefined) | 1 | 17 | 5 | 0 | 0 | i | / | 5 | 8 | 0
COc1ccc2oc(C)c(C(=O)Cn3ccnc3)c2c1 | 1 | 23 | 10 | 1 | -4 | i | 0 | 11 | 20 | 6
Cc1c(CCC(C)C)c(=O)n2c([nH]c3ccccc32)c1C#N | -1 | 13 | -7 | 4 | -10 | i | 0 | -1 | -4 | 0
COc1ccccc1N1CCN(C(=O)c2ccoc2C)CC1 | 6 | 15 | -2 | -3 | -9 | i | 0 | 9 | -7 | -3
O=C(NCc1ccccn1)c1cc(-n2cnnc2)ccc1Cl | -5 | 35 | -9 | -2 | 4 | i | 1 | 6 | 1 | -3
COc1ccc(C2NC(=O)NC(C)=C2[N+](=O)[O-])cc1 (centres undefined) | 2 | -12 | -3 | -3 | 0 | i | -2 | -3 | 2 | -3
CCOC(=O)Cn1cnc2sc(C(=O)OC)c(C)c2c1=O | 3 | 19 | -2 | 0 | 2 | i | 0 | -3 | 10 | -4
CCOC(=O)COn1c(-c2cccc(Cl)c2)nc2ccc([N+](=O)[O-])cc21 | 3 | 27 | 18 | 2 | 13 | i | 3 | 25 | 31 | -1
CC(=O)c1ccc(-c2ccccc2OC(F)(F)F)o1 | 1 | 2 | -7 | 0 | 1 | i | -2 | / | 4 | 9
O=C(NCc1cccnc1)c1ccc(-c2ccccc2[N+](=O)[O-])o1 | 3 | 21 | 6 | 1 | 2 | i | 2 | 5 | 11 | 3
CSc1cccc(NC(=O)/C=C/c2ccccc2)c1 | 0 | ? | 27 | -5 | 1 | i | 4 | 29 | 74* | -5
CC(NC(=O)c1cccnc1Sc1ccccc1)c1ccc(S(N)(=O)=O)cc1 (centres undefined) | 0 | 27 | -5 | -8 | -1 | i | -3 | 0 | -2 | 1
CCOc1ccccc1OCC(=O)Nc1nnc(C)s1 | -1 | 41 | -2 | 2 | 0 | i | -1 | / | 2 | 2
O=S(=O)(c1ccc(Cl)cc1)N1CCN=C1SCc1ccc(Cl)c(Cl)c1 | 5 | 27 | 11 | 4 | -2 | i | -3 | -6 | 29 | -3
COC(=O)/C(C#N)=C/c1c(N2CCN(c3ccccc3)CC2)nc2ccccn2c1=O | 1 | 17 | 32 | -1 | -9 | i | 1 | -2 | 36 | -11
O=C(/C=C/c1cccs1)N1CCN(Cc2ccc3c(c2)OCO3)CC1 | -2 | 16 | -8 | -2 | ? | i | -3 | 4 | -4 | 2
O=C(COC(=O)c1ccc2ccccc2c1)Nc1ncc(C(F)(F)F)cc1Cl | -5 | 4 | -9 | 2 | 2 | i | -2 | -4 | -13 | 3
O=C(CCCN1CCOCC1)c1ccc2c(c1)OCCO2 | -1 | 19 | 8 | 5 | -2 | i | -1 | 2 | 23 | -1
O=C(O)C1CCN(c2nc(-c3ccccc3)nc3c2oc2ccccc23)CC1 | 1 | 27 | -5 | 2 | 2 | i | -3 | 1 | 1 | -2
CC(=O)N1CC=C2C(C#N)=C(N)C(C#N)(C#N)[C@H](c3ccoc3)[C@H]2C1 | 1 | -7 | -6 | 1 | 0 | i | 27 | 14 | 6 | 1
O=C(CCc1nc(-c2ccccc2)no1)Nc1cc(C(F)(F)F)ccc1Cl | 2 | 8 | 14 | 1 | -11 | i | -1 | -4 | 42 | -1
CCOC(=O)C(c1ccccc1)C(Nc1cc(C(F)(F)F)cc(C(F)(F)F)c1)c1ccccn1 (centres undefined) | 4 | 7 | 1 | 2 | 1 | i | -4 | -4 | -1 | 4
COc1ccc(-c2noc(N3CCCC(C(=O)Nc4ccccc4F)C3)n2)cc1 (centres undefined) | -2 | 17 | 20 | -5 | -7 | i | -3 | -2 | 38 | -1
Cc1ccc2[nH]c3c(=O)n(CC(=O)NCCc4ccc(Cl)cc4)ncc3c2c1 | -2 | 16 | -6 | -1 | 2 | i | -2 | -3 | -12 | 4

Three entries from above, with two lines to a compound.
Value order – GSK3B inh, AI-2 QS mod, HSF1 inh, HSP90 inh, HDAC3 inh, PolyA inh, GSK3A inh, Dyrk1A ADPGlo, HSF1 activator, Platelet DG rel
CC(=O)c1ccc(-c2ccccc2OC(F)(F)F)o1
→ 1, 2, -7, 0, 1, i, -2, /, 4, 9
O=C(NCc1cccnc1)c1ccc(-c2ccccc2[N+](=O)[O-])o1
→ 3, 21, 6, 1, 2, i, 2, 5, 11, 3
CSc1cccc(NC(=O)/C=C/c2ccccc2)c1
→ 0, ?, 27, -5, 1, i, 4, 29, 74*, -5

Pulled by compound from the list above, 2 records:
SMILES | GSK3B inh | AI-2 QS mod | HSF1 inh | HSP90 inh | HDAC3 inh | PolyA inh | GSK3A inh | Dyrk1A ADPGlo | HSF1 activator | Platelet DG rel
O=C(COC(=O)c1ccc2ccccc2c1)Nc1ncc(C(F)(F)F)cc1Cl | -5 | 4 | -9 | 2 | 2 | i | -2 | -4 | -13 | 3
COc1ccc(N(CC(=O)NCCc2ccccc2)C(=O)CCC(=O)Nc2nccs2)c(OC)c1 | 1 | 16 | -7 | -1 | 0 | i | 1 | 0 | -10 | -4
